V-ATPase pH: regulators of yeast V-ATPase proton transport; S. cerevisiae, pHLuorin cytosolic pH fluorescence; response, % at 10 µM; actives 0.37% (n = 350,000); AID 504577; in the data active = response mostly above about 7.3%, no sharp cut-off; inactive = mostly below about 5.4%; also: actives read high; inactives centre near 0; some compounds called inactive have numbers as strong as hits
Tat export inh: blocks Tat-dependent protein export in E. coli; E. coli MC4100 TorA-mCherry Tat export, fluorescence; inhibition, % at 10 µM; actives 0.036% (n = 340,000); AID 488895;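 active = mean replicate inhibition at least 50% and at least half of replicates individually reaching 50%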;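 also: exported cargo escapes ClpAP degradation while cytoplasmic cargo is degraded and loses fluorescence; 0% = median of neutral control wells and 100% = median of NaSCN control wells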
dFosB activator: enhances mouse delta FosB homodimer DNA binding. purified delta FosB, TAMRA-CDK5 oligo fluorescence polarization; percent of positive-control signal above neutral wells. activation, % at 25 µM. actives 0.99% (n = 340,000);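 active = mean activation above about 17%, with every replicate also reaching it, limit read from the data, passing the limit was not always enough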;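 also: fluorescence polarization rise as delta FosB binds a TAMRA Cdk5 AP-1 oligo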
Target sequence (P13346 whole entry, looked up): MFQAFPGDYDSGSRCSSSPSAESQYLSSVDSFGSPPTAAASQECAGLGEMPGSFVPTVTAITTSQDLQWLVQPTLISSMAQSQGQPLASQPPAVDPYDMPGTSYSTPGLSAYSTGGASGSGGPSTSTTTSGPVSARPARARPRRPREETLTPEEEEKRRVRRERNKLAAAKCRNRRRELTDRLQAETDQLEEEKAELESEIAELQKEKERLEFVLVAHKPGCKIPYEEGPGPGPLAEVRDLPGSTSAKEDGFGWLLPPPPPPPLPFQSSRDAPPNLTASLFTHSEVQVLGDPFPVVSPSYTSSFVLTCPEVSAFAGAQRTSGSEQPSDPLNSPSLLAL
CDK5 p35 inh: blocks human CDK5/p35 kinase activity; Q00535+Q15078; Recombinant CDK5/p35, ADP-Glo luminescence, 60 min; inhibition, % at 10 µM; actives 0.01% (n = 330,000); AID 488839;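 active = highest replicate inhibition of at least 50% and at least 75% of replicates reaching 50%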;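 also: plate controls were DMSO neutral control for no effect and GW8510 at 10 µM for full effect; many of its hits are not listed in these tables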
MITF act: increases MITF-driven TRPM1 promoter luciferase signal; SK-MEL-5 TRPM1-promoter luciferase, 24 h; % of positive control, neutral wells = 0; actives 0.75% (n = 300,000); AID 588334; activation, % at 12.5 µM;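 active = mean activation of at least 80% with every replicate also reaching 80%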;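 also: 0% = neutral control wells and 100% = parthenolide positive control wells; values of inactives mirror those of a sister screen read the other way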
Rtt109 Vps75: inhibitors of Candida albicans Rtt109/Vps75 histone acetyltransferase. purified Rtt109/Vps75, ThioGlo CoA-SH fluorescence, 4 h. actives 0.16% (n = 330,000). inhibition, % at 34.9 µM. Q5AAJ8;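 active = inhibition of at least 50% in every replicate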
Target sequence (Q5AAJ8 whole entry, looked up): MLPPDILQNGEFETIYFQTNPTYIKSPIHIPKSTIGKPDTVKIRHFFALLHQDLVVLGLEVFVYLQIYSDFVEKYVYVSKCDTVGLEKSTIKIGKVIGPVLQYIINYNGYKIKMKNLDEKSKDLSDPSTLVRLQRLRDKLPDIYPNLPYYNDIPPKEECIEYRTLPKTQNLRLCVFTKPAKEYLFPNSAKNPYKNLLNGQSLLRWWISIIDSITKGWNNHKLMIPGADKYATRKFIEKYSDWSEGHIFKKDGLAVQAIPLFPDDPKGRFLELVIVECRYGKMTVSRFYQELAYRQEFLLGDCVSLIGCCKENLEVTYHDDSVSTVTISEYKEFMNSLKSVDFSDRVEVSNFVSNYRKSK
RTF Ca sens act: cardiac RTF calcium sensitization | activation, % at 7.2 µM | IANBD-labeled TnC RTF fluorescence at EC20 calcium; 0% EC20 calcium, 100% full calcium | AID 493008 | actives 0.24% (n = 340,000);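 active = activation above the mean over all tested compounds plus 3 SD, cut at about 30% in these data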;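 also: rise in fluorescence read as greater calcium sensitivity of cardiac thin filaments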
Wnt act: activators of Wnt/beta-catenin signaling; Wnt/beta-catenin reporter cell assay, activator, plate reader; activation, % at 9.35 µM; actives 1.2% (n = 300,000); in the data active = activation above about 30%, passing the limit was not always enough;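 also: 0% = neutral control wells and 100% = positive control wells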
CAL PDZ FP-1: inhibitors of human CAL PDZ peptide binding; Q9HD26; purified CAL PDZ, TMR-peptide fluorescence polarization, 1 h; inhibition, % at 24.9 µM; actives 0.92% (n = 300,000); AID 602252;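 active = mean inhibition of at least 30% with at least half of replicates also reaching 30%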;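 also: 0% = DMSO neutral control and 100% = excess unlabeled competitor peptide PRC23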
CAL PDZ FP-2: inhibitors of human CAL PDZ peptide binding; inhibition, % at 20 µM; purified CAL PDZ, TMR-peptide fluorescence polarization, 1 h; AID 504414; actives 0.02% (n = 330,000);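 active = highest replicate inhibition of at least 40%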;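 also: plate controls were DMSO neutral control wells for no effect and unlabeled competitor peptide control wells for full effect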
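Read-out basis: mP drop reported as inhibition | Assay system: Tagged CAL PDZ protein CerCALP, purified | Benchmarks: Unlabelled peptide for full inhibition, DMSO wells as neutral | Schedule: 1 h incubation at room temperature before polarization reading | Buffer or medium: Sodium phosphate/NaCl buffer pH 7.4 with TCEP, IgG, Thesit | Doses: Single point, 20 µM | Measured by: Fluorescence polarization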
* marks the source's active call; other numbers are inactive results; . = not tested or not shown. Hits appear at their usual frequency; any-hit rate near 4.1%.

entry | SMILES | V-ATPase pH | Tat export inh | dFosB activator | CDK5 p35 inh | MITF act
1 | Cc1cccc(N(C)C(=O)COc2cc(=O)n(C)c3ccccc23)c1 | -2 | 0 | -17 | 1.6 | 1
2 | CN(C)c1nc(OCCNC(=O)COc2ccccc2Cl)nc(N(C)C)n1 | -4 | -4 | -7 | 0.7 | -1
3 | Cn1cc(CN2CCc3c([nH]c4ccccc34)C2C2CCCCC2)cn1 (stereo unspecified) | 1 | 1 | -13 | -1.2 | -17
4 | N#Cc1nc(-c2ccco2)oc1NCCN1CCOCC1 | 4 | 1 | 2 | 1.0 | 1
5 | Cc1ccc(S(=O)(=O)N(CC(=O)NCc2ccccn2)c2ccc(Cl)cc2)cc1 | 1 | 1 | -13 | 1.5 | -3
6 | O=C(CCCOc1ccccc1)Nc1cccc([N+](=O)[O-])c1 | 0 | -8 | -4 | 2.6 | 18
7 | O=C(CCn1cnnn1)Nc1ccccc1F | -2 | -1 | 9 | -0.1 | 15
8 | Cc1csc(NC(C)c2nc3cc(C(F)(F)F)ccc3n2CCOCCO)n1 (stereo unspecified) | -2 | -3 | 3 | 2.1 | -2
9 | CCCn1nnc(NC(=S)NC(=O)c2cccs2)n1 | 0 | 3 | -1 | -4.2 | 7
10 | Cc1noc(C)c1-c1nc(CSc2ccc(Cl)cc2)no1 | -6 | 9 | 4 | 1.1 | -3

entry | Rtt109 Vps75 | RTF Ca sens act | Wnt act | CAL PDZ FP-1 | CAL PDZ FP-2
1 | 4 | 0 | -2 | . | -0.6
2 | 11 | -1 | -7 | 1 | -1.2
3 | -1 | 1 | 0 | 4 | -1.2
4 | 0 | -6 | . | . | -0.3
5 | -18 | 0 | 0 | -1 | -2.5
6 | 0 | 4 | 6 | 7 | -2.0
7 | -4 | -6 | -2 | -11 | -0.4
8 | -3 | -4 | -4 | 2 | -0.1
9 | 3 | 6 | . | 0 | -5.2
10 | 5 | 4 | 4 | -7 | -1.4

Later entries:
entry | SMILES | V-ATPase pH | Tat export inh | dFosB activator | CDK5 p35 inh | MITF act
11 | O=C(NCc1nnc2c(C(F)(F)F)cc(Cl)cn12)c1ccc2c(c1)OCO2 | -1 | -2 | 4 | -0.4 | 11
12 | Cn1nnc2cc(C(=O)NCc3ccco3)ccc21 | 2 | -4 | 1 | -0.2 | -6
13 | C#CCn1c(=NC(=O)CSCC(=O)N2CCOCC2)sc2ccccc21 | -1 | -7 | 1 | -5.4 | -15
14 | CCOc1cc(C)c(Cl)cc1S(=O)(=O)n1cnc2ccccc21 | 0 | -1 | -5 | -0.8 | .
15 | Cc1c(Cl)cccc1NC(=O)CCN1CCN(C)CC1 | 0 | -4 | -6 | 1.0 | 1
16 | CCOC(=O)c1cc(-c2ccc([N+](=O)[O-])cc2)nc2c1c(=O)[nH]c(=O)n2Cc1ccccc1 | 2 | 10 | -8 | 0.2 | 1
17 | O=C(CSc1nc2cc(Cl)ccc2s1)Nc1cccc(S(=O)(=O)N2CCOCC2)c1 | -2 | -3 | -4 | 2.3 | -5
18 | CCCn1c(=NC(=O)c2ccncc2)c(C#N)cc2c(=O)n3cccc(C)c3nc21 | 2 | -4 | 2 | 1.7 | 2
19 | Cc1c(Cl)c([N+](=O)[O-])nn1CCCC(=O)Nc1cccc(Cl)c1 | -1 | 6 | 6 | 2.0 | -5
20 | COc1ccccc1NC(=S)NC(=O)Cc1ccc(Cl)cc1 | 0 | -1 | -4 | -1.6 | 1

entry | Rtt109 Vps75 | RTF Ca sens act | Wnt act | CAL PDZ FP-1 | CAL PDZ FP-2
11 | -1 | -9 | -1 | -2 | -3.5
12 | . | -2 | . | -2 | -2.3
13 | -1 | 5 | . | -3 | -3.2
14 | 21 | -1 | -2 | -2 | -0.4
15 | -2 | -4 | -1 | . | 0.1
16 | 1 | -1 | -7 | 0 | -0.1
17 | 1 | 5 | . | 0 | -4.4
18 | -14 | -3 | . | 1 | -2.5
19 | -6 | -6 | -6 | 10 | -1.4
20 | 0 | -5 | -1 | -1 | .

The closing 5 compounds of the section above are carried over, then new ones follow:
entry | SMILES | V-ATPase pH | Tat export inh | dFosB activator | CDK5 p35 inh | MITF act
16 | CCOC(=O)c1cc(-c2ccc([N+](=O)[O-])cc2)nc2c1c(=O)[nH]c(=O)n2Cc1ccccc1 | 2 | 10 | -8 | 0.2 | 1
17 | O=C(CSc1nc2cc(Cl)ccc2s1)Nc1cccc(S(=O)(=O)N2CCOCC2)c1 | -2 | -3 | -4 | 2.3 | -5
18 | CCCn1c(=NC(=O)c2ccncc2)c(C#N)cc2c(=O)n3cccc(C)c3nc21 | 2 | -4 | 2 | 1.7 | 2
19 | Cc1c(Cl)c([N+](=O)[O-])nn1CCCC(=O)Nc1cccc(Cl)c1 | -1 | 6 | 6 | 2.0 | -5
20 | COc1ccccc1NC(=S)NC(=O)Cc1ccc(Cl)cc1 | 0 | -1 | -4 | -1.6 | 1
21 | CCCCC1=CC2=CC(=O)C(C)(OC(=O)CC)C(=O)C2=CN1CCc1ccc(Br)cc1 (stereo unspecified) | 4 | 2 | -3 | 1.7 | 34
22 | Cc1ccc(-c2noc(C3CCCN(C(=O)c4ccccc4Br)C3)n2)o1 (stereo unspecified) | 3 | -4 | -10 | -0.2 | 66
23 | O=c1[nH]c(C2CCN(S(=O)(=O)c3ccc(S(=O)(=O)NC4CC4)cc3)CC2)nc2c1nnn2Cc1ccccc1 | -2 | 2 | -9 | 0.5 | -7
24 | CC1CCc2nc3ccccc3c(C(=O)OCC(=O)N(C)C3CCS(=O)(=O)C3)c2C1 (stereo unspecified) | -3 | 4 | -13 | 0.7 | -1
25 | COc1ccc(C(=O)NCC(c2ccccc2)N2CCCC2)cc1S(=O)(=O)N1CCOCC1 (stereo unspecified) | -2 | 6 | -2 | -1.0 | 13
26 | O=C(/C=C/c1cn(-c2ccccc2)nc1-c1cccnc1)N1CCCCC1 | 1 | 7 | -27 | -1.5 | 1
27 | COc1ccc(CCNC(=O)C2CCN(S(=O)(=O)c3ccc(OC)c(OC)c3)CC2)cc1OC | 4 | -2 | -9 | 0.7 | -2
28 | COc1ccccc1NC(=O)CC1C(=O)Nc2c1c(=O)n(C)c(=O)n2C (stereo unspecified) | 1 | -13 | 1 | 0.9 | 0
29 | COCN(C#N)c1nc(OC)nc(OC)n1 | -2 | -2 | -2 | 2.1 | -9
30 | COCCCNC(=O)c1cn(CC(C)C)c(=O)c2c1c1ccccc1n2C | 0 | 0 | -10 | -0.4 | -8

entry | Rtt109 Vps75 | RTF Ca sens act | Wnt act | CAL PDZ FP-1 | CAL PDZ FP-2
16 | 1 | -1 | -7 | 0 | -0.1
17 | 1 | 5 | . | 0 | -4.4
18 | -14 | -3 | . | 1 | -2.5
19 | -6 | -6 | -6 | 10 | -1.4
20 | 0 | -5 | -1 | -1 | .
21 | 7 | 0 | -6 | -3 | 0.0
22 | 2 | -2 | 9 | 5 | -0.7
23 | 19 | -1 | -1 | 2 | -1.9
24 | 0 | -1 | -1 | -6 | -0.6
25 | 15 | 0 | -1 | . | -1.8
26 | 10 | 1 | 5 | -3 | -4.8
27 | -7 | -3 | 0 | -1 | -1.2
28 | 1 | 0 | . | 0 | .
29 | -1 | -10 | -3 | -2 | -0.5
30 | -1 | -8 | 9 | -2 | 0.1

(continued)
entry | SMILES | V-ATPase pH | Tat export inh | dFosB activator | CDK5 p35 inh | MITF act
31 | Cc1noc(NS(=O)(=O)c2ccc(NC(=O)c3cc(=O)c4ccccc4o3)cc2)c1C | -2 | 6 | 3 | 1.5 | 8
32 | Cn1nccc1NS(=O)(=O)c1ccc(F)cc1 | -5 | -6 | 1 | -0.3 | .
33 | CC1CC(C)CN(S(=O)(=O)c2ccc(NC(=O)CN3CCCCCC3)cc2)C1 (stereo unspecified) | -3 | -3 | -3 | -4.4 | -3
34 | COc1cccc(-n2nnnc2SCC(=O)N2CCCc3ccccc32)c1 | -2 | -1 | -8 | 1.9 | -5
35 | Cc1ccc(CC2CC(=O)N(c3ccc(C)cc3)C2=O)cc1 (stereo unspecified) | -1 | -3 | -1 | 0.8 | -30
36 | O=C(NNc1ccc(O)cc1)c1ccc(Br)cc1 | 1 | -1 | 6 | 2.0 | 12
37 | O=C1CCCc2ccccc2N1Cc1ccccc1Cl | -6 | -10 | 3 | -0.6 | -1
38 | CC(C)C(c1nnnn1C1CCCCC1)N1CCN(c2ncccn2)CC1 (stereo unspecified) | 0 | 0 | -6 | 0.7 | 13
39 | CCN1CCN(c2ccc(S(=O)(=O)N3CCCCC3)cc2NC(=O)c2ccc(C)c(C)c2)CC1 | -1 | -9 | -1 | -1.0 | 5
40 | O=C(O/N=C(\c1ccccc1)c1ccncc1)c1ccccc1Cl | -1 | 5 | -10 | -2.6 | -6

entry | Rtt109 Vps75 | RTF Ca sens act | Wnt act | CAL PDZ FP-1 | CAL PDZ FP-2
31 | 4 | 8 | -1 | -1 | -3.0
32 | -7 | 1 | 1 | 0 | -1.1
33 | 7 | -8 | -2 | 0 | -2.8
34 | -5 | 9 | . | -2 | -0.7
35 | -2 | -1 | -1 | -2 | -1.9
36 | 34 | 1 | -1 | -1 | -1.6
37 | 1 | -4 | . | . | -0.7
38 | 8 | -7 | -3 | -6 | 1.9
39 | 5 | 1 | 0 | . | -2.1
40 | -5 | 0 | -2 | 4 | -1.9

Next section.
entry | SMILES | V-ATPase pH | Tat export inh | dFosB activator | CDK5 p35 inh | MITF act
41 | Cc1ccccc1NC(=O)C1c2ccccc2Oc2ccccc21 | 2 | 1 | 6 | -2.0 | 3
42 | CCc1ccc(NS(=O)(=O)c2cccc3nonc23)cc1 | -1 | -4 | 0 | -0.5 | -13
43 | COC(=O)c1ccc(NC(=O)COc2ccccc2OC)cc1 | 4 | 1 | 2 | 2.3 | 10
44 | CN(C)S(=O)(=O)c1ccc(NC(=O)c2ccncc2)cc1 | 1 | -2 | 3 | 0.0 | -2
45 | O=c1nc(N2CCCCCC2)nc(N2CCCCCC2)[nH]1 | 0 | 5 | -1 | -0.3 | -1
46 | Cc1cc(C)cc(C(=O)NC(CC(N)=O)c2ccc(N3CCN(c4ccccc4)CC3)c([N+](=O)[O-])c2)c1 (stereo unspecified) | 4 | -8 | 0 | -0.5 | 3
47 | Cc1csc(SC(C)C(=O)Nc2ccccc2C)n1 (stereo unspecified) | 0 | 22 | -2 | -7.7 | 0
48 | Cc1nc2ccc(NC(=O)N3CCSCC3)cc2s1 | 3 | -3 | 1 | -1.3 | 0
49 | Cc1cc(C)n(-c2nc(NCCCO)c3c4c(sc3n2)CCCC4)n1 | 5 | 3 | 3 | 0.9 | 17
50 | CN1C(=S)SC(N(O)C=C2C=CC(=O)C=C2)C1(C)C (stereo unspecified) | 0 | -9 | -5 | 0.8 | -11

entry | Rtt109 Vps75 | RTF Ca sens act | Wnt act | CAL PDZ FP-1 | CAL PDZ FP-2
41 | 2 | -3 | -8 | -2 | -1.8
42 | 2 | -1 | 0 | 6 | -0.8
43 | 15 | 2 | 2 | -3 | -1.6
44 | 6 | -3 | -2 | 1 | -0.3
45 | 7 | -4 | -3 | -1 | -0.8
46 | 8 | -2 | -2 | -2 | 0.1
47 | -1 | -3 | -1 | -6 | -0.5
48 | 26 | 3 | 7 | 3 | -2.9
49 | -4 | 0 | . | -3 | -0.3
50 | -22 | 13 | . | -4 | .

Screening results from PubChem.
